Screening data: PubChem BioAssay, National Center for Advancing Translational Sciences (NCATS)
Pf Dd2 inh = Plasmodium falciparum Dd2 growth inhibition | AID 1347417 | P. falciparum Dd2 growth, SYBR Green, 72 h | Potency, µM (highest dose often 28.9 µM), for inactives: top-dose activity, negative = inhibition, most hits filed as inhibitors | 4.3% of 120,000 active; active = well fitted inhibition curve with a large enough effect; inconclusive = small, poorly fitted or top-dose-only effect; inactive = no such curve, though single readings can be large or run the other way;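 note: plate controls were DMSO vehicle for no effect and reference drug for full effect; nearly all actives have a fitted effect of over 65% in size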
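Readout: SYBR Green fluorescence, 485 nm excitation, 535 nm emission, after ~16 h lysis at 37C. Before that, Dd2-infected red cells (2.5% hematocrit) grew 72 h with compound, 29 uM top final concentration.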
Starred values were filed as active, the others as inactive; i = inactive; ? = inconclusive; & = joins results of further samples; [ ] = remark or other dose. Potency is the fitted concentration of half-maximal effect.

SMILES	Pf Dd2 inh
O=C(NC1CCN(Cc2ccccc2)CC1)c1cc2n(n1)CC(c1ccc(Cl)cc1)OC2 (stereo not given)	-24%
CCN(CCO)C(=O)[C@H]1C[C@@](CC)(C(=O)O)N(C)[C@H]1c1ccc(OC)cc1	2%
CCc1ocnc1C(=O)N1CCC2(CCC(=O)N(CCc3cnc[nH]3)C2)CC1	-13%
Cc1nc(-c2ccco2)cc([C@H]2CN3CC[C@H]2C[C@@H]3CNC(=O)c2cccs2)n1	8.9µM*
Clc1cccc(N2CCN(c3c4c(nc5nncn35)CCC4)CC2)c1	-3%
N#Cc1cccc(OCc2nc3c(n2Cc2ccccc2)C(=O)N(Cc2ccccc2F)CCN3)c1	?
CCn1c(=O)c2cc(C(=O)NCCCN3CCC(C)CC3)sc2c2ccccc21	i
CN(C)S(=O)(=O)N1CCN(C(=O)C2CC(=O)N(c3n[nH]c4ccccc34)C2)CC1 (stereo not given)	-3%
CC(C)(C)C(=O)Nc1ccc2nc(SCC(=O)N3CCOCC3)sc2c1	20%
Cc1ccc2c(C(=O)N(C)C)cnn2c1	8%[44.1 µM]
Cc1noc(C)c1CCC(=O)N1CCc2nn(CC#N)c(=O)n2CC1	i
CC(=O)N1CC[C@H](c2nc3ccc(C(F)(F)F)cc3[nH]2)C1	27%[44.1 µM]
COc1ccc2cc1Nc1ccc(cc1)C[C@H](NCc1ccc3c(c1)CCO3)C(=O)N(C)[C@H](C(=O)NCCC(C)C)C2	?
c1cc2c(cc1CN1CCOCC1)CNCCO2	7.9µM*
CCC(=O)N1CCc2cc(Br)cc(S(=O)(=O)CCC(=O)Nc3cccc(CC)c3)c21	i
COc1ccccc1CC(=O)N1CCC(c2n[nH]c(=O)n2Cc2ccc(F)cc2)CC1	-16%
CCn1cc(S(=O)(=O)N2CCCC(c3nc(-c4ccccc4)no3)CCNC(=O)CC2)cn1 (stereo not given)	-19%
COCC1CN(C(C)=O)CC12CCN(C(=O)c1ocnc1C)CC2 (stereo not given)	8%
CCOC(=O)c1ccccc1NC(=O)Cn1c(=O)n(CCC(=O)N2CCc3ccccc3C2)c(=O)c2ccccc21	?
COCCN1C(=O)[C@@H]2C[C@@H](CN2Cc2ccc(OC(F)(F)F)cc2)Oc2ccccc21	?
O=C(c1cccnc1)N1C[C@@H]2OCC(=O)N(CC3CCCCC3)[C@@H]2C1	2%[44.1 µM]
COc1cccc(CN2CCOC3(CCN(Cc4ccc(Cl)cc4)CC3)C2=O)c1	-3%[44.1 µM]
COc1ccc(C(=O)N2CCC(c3n[nH]c(=O)n3-c3ccc(C)cc3)CC2)cc1	?
CC(=O)N1CCC(N2CCOC[C@H]2c2ncc(-c3ccc(S(C)(=O)=O)cc3)[nH]2)CC1	16%[44.1 µM]
Cc1cc(NC(=O)c2ccc3c(c2)N(C)C2CCCCCN2C3=O)ccc1Br (stereo not given)	?

Taken from the results shown for reference:
SMILES	Pf Dd2 inh
O=C(NC1CCN(Cc2ccccc2)CC1)c1cc2n(n1)CC(c1ccc(Cl)cc1)OC2 (stereo not given)	-24%
CCN(CCO)C(=O)[C@H]1C[C@@](CC)(C(=O)O)N(C)[C@H]1c1ccc(OC)cc1	2%

(further entries)
SMILES	Pf Dd2 inh
COc1ccc(Br)c(C(=O)N[C@@H]2C=C(C(=O)N[C@H](CC(C)C)C(N)=O)C[C@@H](O)[C@@H]2O)c1	-16%
O=C(O)Cn1ccc2cc(OCCc3cccc(-c4ccc(Cl)cc4)c3)cnc21	i
CCN1C(=O)C2(CCN(C(=O)C3CC3)CC2)c2ccccc21	-12%
CCCC(=O)NCCc1nc2ccccc2n1Cc1c(F)cccc1Cl	-21%
CCn1cc(-c2ccncc2)cc1C(=O)NCc1cccc(F)c1	0%
COC(=O)c1cc(NS(=O)(=O)c2ccc3c(c2)OCCO3)ccc1Cl	4%
CCOc1cccc(CN2C[C@@H](CO)[C@H](c3nc(C)no3)C2)c1	-23%
O=C(NCCc1ccc(Cl)cc1)c1ccc2nccn2c1	-16%&-14%[44.1 µM]
O=C1NCCCCCCN(Cc2cccc(OC(F)(F)F)c2)[C@H]2CCC[C@@H]12	7.1µM*
Cn1cccc1CN1CCCCCNC(=O)[C@@H]2CCC[C@@H]21	?
O=C(NC1CC1)[C@H]1O[C@H](CCN2CCN(Cc3ccccc3)CC2)CC[C@@H]1O	-13%[44.1 µM]
COc1ccccc1CNC(=O)c1ccc(N2CCCC2)c(NC(=O)NCCC(C)C)c1	9%
CC(=O)N1CCC(C(=O)N2[C@@H]3CC[C@H]2CC(NC(=O)c2ccc(F)cc2)C3)CC1 (stereo not given in full)	-7%
C=CCNC(=O)N[C@H]1[C@H](O)[C@@H](N2CCN(c3ccccc3OC)CC2)[C@@H]2OC[C@H]1O2	-60%[44.1 µM]
Cc1ccc(NC(=O)C2CCCN2S(=O)(=O)c2cccc3nsnc23)c(C)c1 (stereo not given)	i
O=C1NC2(CCN(C(=O)c3ccccc3F)C2)N=C1c1cccnc1 (stereo not given)	11%
Cn1ncc2c(-c3ccc([S+](C)(=O)[O-])cc3)cc(C(=O)N3CCN(c4ncccn4)CC3)nc21	6%
CCOc1cccc2cc(-c3nc(-c4ccccc4C)no3)c(=O)oc12	31%[activator]
O=C(COc1ccccc1)Nc1ccc2n(c1=O)C[C@H]1C[C@@H]2CN(C(=O)c2cccnc2)C1	-13%
O=C(N[C@@H]1CCN(C(=O)c2n[nH]c3ccccc23)C[C@H]1O)c1cccnc1	-11%
CCOc1ccc(CNC(=O)c2ccc3c(c2)nc2n3CCOC2)cc1	11%
COc1ccc(-c2oc3ncn4nc(-c5ccccc5OC)nc4c3c2-c2ccc(OC)cc2)cc1	55%[activator]
CN(C)c1ccc(CN2CCCC3(CC(c4ccccn4)=NO3)C2)cc1 (stereo not given)	-1%
Cc1ccc(C2Cn3nnc(C(=O)NCc4ccccc4C)c3CO2)cc1 (stereo not given)	-28%
Cc1ccc(NC(=O)/C(C#N)=C/c2ccc(C)o2)cc1	3%
More results:
SMILES	Pf Dd2 inh
N#Cc1c(C(F)(F)F)cc(-c2cccs2)nc1SCC(=O)Nc1ccccc1F	11%
COc1ccc2cc(C(=O)N3CCC4(CC3)CC(c3nc(C)no3)N(C)C4)[nH]c2c1 (stereo not given)	i
COc1ccc(C(=O)N[C@@H]2CCC[C@@H]2C(=O)N2CCN(c3ccc(Cl)cc3)CC2)cc1	?
O=C(c1ccccc1)N1CCCC2(C1)Nc1cccnc1NC2=NCc1ccccc1 (stereo not given)	-19%[5.79 µM]
COc1ccc2occ(CC(=O)Nc3ccc(S(=O)(=O)Nc4nccc(C)n4)cc3)c2c1	20%
CCS(=O)(=O)N1CCCCC(NC(=O)c2scc3c2OCCO3)C1 (stereo not given)	-11%
CC(Oc1ccccc1)C(=O)Nc1ccc(C(=O)OCc2cc(=O)n3nc(C(C)C)sc3n2)cc1 (stereo not given)	34%[activator]
Cc1ccc(Cl)cc1Nc1sc(C(=O)c2ccc(F)cc2)c(N)c1S(C)(=O)=O	?
CCn1ccc2oc(C)c(C(=O)N3CCN(c4ccccc4Cl)CC3)c2c1=O	i
N#Cc1ccc(NCc2cc3n(n2)CCCN(C2CCCCC2)C3)nc1	-14%
O=C(c1nnc(CNCc2cccc(F)c2)n1-c1cccnc1)N1CCC[C@@H]1C(c1ccccc1)c1ccccc1	-9%
CS(=O)(=O)N1CCCC(C(=O)NC2CCCCC2)CCNC(=O)CC1 (stereo not given)	19%
Cc1ccsc1C(=O)C1CCCN(Cc2cccc(F)c2)C1 (stereo not given)	?
Cn1cnc(S(=O)(=O)N2CCC(N3C(=O)C4(CCCCC4)C3c3ccncc3)CC2)c1 (stereo not given)	-16%
NC(=O)c1nnn([C@H]2CCN3C(=O)[C@@H](Cc4ccccc4)NC(=O)[C@@H]3C2)c1C(N)=O	9%[44.1 µM]
COc1ccccc1C(=O)N1CCc2c(nc3cc(-c4ccccc4Cl)[nH]n3c2=O)C1	i
Cc1nc(N2CCN(C(=O)Cc3ccc(Cl)cc3)CC2)cc(C(F)(F)F)n1	4µM*
CCc1nc2c(c(-c3ccc(OC)cc3)n1)CCN(Cc1cncs1)CC2	?
CCCn1cc(NC(=O)CC[C@H]2NC(=O)c3ccccc3NC2=O)c(C)n1	-3%
Cc1cccc(N2CCN(C(=O)C3CCN(C(=O)C4CC4)CC3)CC2)n1	5%
COc1cccc(NC(=O)CCc2nnc3n(Cc4ccccc4Cl)c(=O)c4ccccc4n23)c1	i
Cc1ccc(CN2COc3cc(C)c4c(oc(=O)c5ccccc54)c3C2)cc1	1.1µM*
COc1ccc(OCC(=O)N(Cc2ccc(C)o2)C2CCS(=O)(=O)C2)cc1 (stereo not given)	11%
Cc1ccc(N(C)C(=O)c2cnc(N3CCOCC3)c3ccccc23)cc1C	i
Cc1ccn2c(Nc3ccc(F)cc3)c(-c3ccccn3)nc2c1	4.5µM*

Quoted at random: 6 compounds from above, in no set order.
SMILES	Pf Dd2 inh
N#Cc1c(C(F)(F)F)cc(-c2cccs2)nc1SCC(=O)Nc1ccccc1F	11%
CC(Oc1ccccc1)C(=O)Nc1ccc(C(=O)OCc2cc(=O)n3nc(C(C)C)sc3n2)cc1 (stereo not given)	34%[activator]
Cn1cnc(S(=O)(=O)N2CCC(N3C(=O)C4(CCCCC4)C3c3ccncc3)CC2)c1 (stereo not given)	-16%
COc1ccccc1C(=O)N1CCc2c(nc3cc(-c4ccccc4Cl)[nH]n3c2=O)C1	i
CCn1ccc2oc(C)c(C(=O)N3CCN(c4ccccc4Cl)CC3)c2c1=O	i
CCS(=O)(=O)N1CCCCC(NC(=O)c2scc3c2OCCO3)C1 (stereo not given)	-11%

(list continues)
SMILES	Pf Dd2 inh
Cc1cc(C)n(CCC(=O)N2CC(Oc3ccccc3-c3nc(C4CC4)no3)C2)n1	-7%
CCc1cn(C[C@H](NCCC(C)C)C(=O)O)c(=O)[nH]c1=O	8%[44.1 µM]
COc1ccc(CNC(=O)c2cc(-c3ccc(C)c(C)c3)n[nH]2)cc1	?
O=C(NCc1ccccn1)C1CCN(C2CCN(C3CCCCC3)CC2)CC1	5%
Cn1cc(S(=O)(=O)c2ccccc2)c(=O)c2cc(F)c(N3CCCC3)cc21	-16%
COc1ccc(-c2cc(-c3c(C)noc3C)cc3c2C(=O)N(C)C3)cn1	?
CCNC(=O)O[C@@H]1CO[C@H]2[C@@H]1OC[C@@H]2Nc1nccc(-c2cccs2)n1	6%[44.1 µM]
CN(C)C(=O)c1ccc(S(=O)(=O)NCc2ccccc2Cl)s1	i
Cc1ccc(CNS(=O)(=O)c2ccc(F)c(C(=O)Nc3ccc(C)c(F)c3)c2)cc1	-11%
COc1ccc(CN2CCc3nc(N4CCN(C)CC4)[nH]c(=O)c3CC2)cc1	i[5.79 µM]
CC(=O)c1ccc(NC(=O)CC2Nc3cccc4cccc(c34)NC2=O)cc1 (stereo not given)	-1%
Cc1cccc(CN2C[C@@H]3C[C@H]2C(=O)N(C)c2ccccc2O3)n1	?
O=c1n(-c2ccc(F)cc2F)nc2n1CCN([S+](=O)([O-])c1cccs1)C2	0%
COCCn1ccc2c(C3=CCOCC3)nc(-c3cccc4[nH]ccc34)cc21	?
O=C(c1ccccc1F)N1CCC2(CC1)NC(=O)N(Cc1ccccc1)C2=O	30%[activator]
O=C(NC1CCCC1)N1CCCC(Cc2nncn2Cc2ccccc2)C1 (stereo not given)	-8%
CC(C)(C)C(=O)N1CCC2(CC1)CC(c1ccccc1)C(=O)N(C1CC1)C2 (stereo not given)	-12%
Cn1nc(C(=O)N2CC[C@H]3C(=O)NCCCCCCN(Cc4ccncc4)[C@@H]3C2)c2ccccc21	i
CCc1ccccc1N1C(=O)N(CC(=O)c2ccc(OC)cc2)c2ccccc2S1(=O)=O	-29%
CN1CCN(C2(CNC(=O)COc3ccc(C(C)(C)C)cc3)CCCCC2)CC1	-14%
CC(C)NC(=O)CCN1C(=O)c2ccccc2Sc2ncccc21	-23%
O=C1NC2(CCN([S+](=O)([O-])c3cccs3)C2)Oc2ccccc21 (stereo not given)	i
Cc1ccc(NC(=O)Cn2cnc3onc(-c4ccc(F)cc4)c3c2=O)c(Cl)c1	6%
Cc1ccc(NC(=O)C2CCCN(S(=O)(=O)c3cccc4cccnc34)C2)cc1Cl (stereo not given)	-1%
C[S+](=O)([O-])N1Cc2ccccc2CC2(CCCN(Cc3ccncc3)C2)C1 (stereo not given)	-3%
Later entries
SMILES	Pf Dd2 inh
Cn1nccc1CN1CCC2(CN[S+](=O)([O-])c3ccccc3N2)C1 (stereo not given)	6%
Cc1cccc(C(=O)N2C(C(=O)NCC(C)C)COC23CCN(C(=O)c2ccc(F)cc2)CC3)c1 (stereo not given)	i
COc1ccccc1N1CCC(N2CCN(CCCc3ccccc3)C(CCO)C2)CC1 (stereo not given)	10µM*
O=C(O)c1ccccc1-c1cn(Cc2nnc3ccccn23)nn1	12%
O=C(NCCc1ccc(Cl)cc1)c1cc(-c2cccc(C(F)(F)F)c2)c2nncn2n1	0%
CCOc1ccccc1C1NC(=O)N(CC(=O)Nc2ccccc2OC)C2=C1C(=O)OC2 (stereo not given)	-15%
CNC(C)c1ccco1 (stereo not given)	5%[76.6 µM]
OCC(O)CNc1nccc(C2(c3ccccc3Cl)CCNCC2)n1 (stereo not given)	-14%
CC1(C)[C@H](Cc2cc(CN3CCCCC3)on2)C[C@@H]1NC(=O)c1ccccc1	-5%[44.1 µM]
COc1cccc(NC(=O)/C(C#N)=C/c2c(C)n(Cc3ccccc3)c3ccccc23)c1	?
CN1C(=O)c2cccn2CC1CNS(=O)(=O)Cc1ccccc1F (stereo not given)	16%
CCOc1ccc(-c2cc3c(=O)n(CCNC(=O)c4ccc(OC)c(F)c4)ccn3n2)cc1	?
Cc1nnc(N2CCN(C(=O)NCCC(C)C)CC2)c2nn(-c3ccc(Cl)cc3)c(C)c12	1%

These rows are one share of the data, so the mix of outcomes need not match the whole.
